human PMI inhibition: inhibitors of human PMI, primary screen, biochemical, fluorescence intensity, coupled assay (AID 1209); Mannose-6-phosphate isomerase (Homo sapiens); purified PMI enzyme, coupled fluorescence intensity; higher % means a stronger effect; inhibition, % at 20 µM, or IC50 in µM where a hit was titrated; 0.42% of 190,000 active;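 further: plate controls were DMSO vehicle for no effect and wells lacking substrate for full effect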
AID2073: inhibitors of Mint1-CaV2.2 protein interaction, biochemical, HTRF (AID 2073). Voltage-dependent N-type calcium channel subunit alpha-1B (Homo sapiens). HTRF protein-protein interaction, Mint1-CaV2.2; higher % means a stronger effect. one-dose inhibition, % at 20 µM; IC50 in µM for titrated hits. 0.19% of 290,000 active; in the data active means inhibition mostly above about 51%, no sharp cut-off; further: some results filed as inactive read as strong as hits
human PMI inhibitors: human PMI inhibitors, high substrate, primary screen, biochemical, fluorescence intensity, high mannose 6-phosphate (AID 1220) | Mannose-6-phosphate isomerase (Homo sapiens) | recombinant PMI enzyme, coupled fluorescence intensity; higher % means a stronger effect | inhibition, % at 20 µM; hits with a dose series show IC50 in µM | 0.66% of 190,000 active
LYP phosphatase: inhibitors of LYP phosphatase, biochemical, fluorescence intensity, uHTS (AID 1779). recombinant LYP phosphatase, fluorescence intensity; higher % means a stronger effect. inhibition, % at 11.5 µM, or IC50 in µM where a hit was titrated. 0.054% of 290,000 active;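 further: plate controls were vehicle with enzyme for no effect and no enzyme for full effect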
M17LAP inhibition: P. falciparum M17LAP inhibitors, primary screen, biochemical, fluorogenic H-Leu-NHMec substrate, 1536-well (AID 1619). Leucine aminopeptidase (Plasmodium falciparum (isolate 3D7)). recombinant M17LAP, H-Leu-NHMec fluorogenic kinetic assay; higher % means a stronger effect. inhibition, % at 30 µM, or IC50 in µM where a hit was titrated. 0.38% of 220,000 active;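 active means compound inhibiting the enzyme by more than half at any dose during confirmatory dose-response retesting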;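 further: plate controls were full reaction with DMSO carrier for no effect and no enzyme background for full effect; strong numbers were not always called active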
Siah-1 displacement: Siah-1 peptide-binding antagonists, primary screen, biochemical, fluorescence polarization, rhodamine-plectin, uHTS (AID 1817) | Siah-1 / rhodamine-plectin peptide fluorescence polarization; higher % means a stronger effect | displacement, % at 20 µM; hits with a dose series show IC50 in µM | E3 ubiquitin-protein ligase SIAH1 (Homo sapiens) | 0.02% of 290,000 active;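 active means displacement of at least 50% at 20 µM, with a fluorescence ratio check between 0.3 and a set limit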;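 further: plate controls were Siah plus tracer with DMSO for no effect and tracer alone without Siah for full effect; strong numbers were not always called active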
XIAP displacement: XIAP antagonists, biochemical, IAP family, fluorescence polarization (AID 1018); XIAP BIR domain, fluorescence polarization peptide displacement; higher % means a stronger effect; one-dose displacement, % at 20 µM; IC50 in µM for titrated hits; 0.007% of 200,000 active; in the data active means displacement above about 50%; further: a part of the inactive calls stands beside numbers as strong as those of hits
M1AAP inhibition: P. falciparum M1AAP inhibitors, biochemical, fluorogenic H-Leu-NHMec substrate, 1536-well (AID 1445); recombinant M1AAP, H-Leu-NHMec fluorogenic kinetic assay; higher % means a stronger effect; inhibition, % at 30 µM, or IC50 in µM where a hit was titrated; 0.42% of 220,000 active; Aminopeptidase N (Plasmodium falciparum (isolate 3D7));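 active means primary inhibition above the hit cutoff, then over 50% inhibition at one or more dose response concentrations, cut at about 23% in these data, passing the limit was not always enough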;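 further: plate controls were DMSO full reaction for no effect and no enzyme background for full effect; strong numbers were not always called active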
Dynein transport: inhibitors of GR-EGFP nuclear translocation, primary screen, dynein cargo transport inhibitor project, imaging, high-content, 3617.4 mouse cells; test concentration mostly 20 µM; stimulated with dexamethasone, 1 µM; active compounds read low; z-score, hits read low; 0.47% of 220,000 active; AID 1381, 2008;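 active means plate z-score of nuclear minus cytoplasmic receptor signal below a set negative limit, without overly bright fluorescence or cell loss, cut at about -3.5 in these data, passing the limit was not always enough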;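 further: z-score of nuclear minus cytoplasmic ring GR-EGFP intensity difference per well; some compounds called inactive have numbers as strong as hits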
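Buffer or medium – tet-free medium with charcoal-stripped serum · Signal – automated 10x imaging of fixed Hoechst-stained cells · Also added – dexamethasone agonist, 1.0 µM final, for 30 min · Incubation – induction 48 h, compound 1 h, agonist 30 min · Read-out – GR-EGFP nuclear translocation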
Dynein transport cytoplasmic EGFP: also measured in Dynein transport; calls as there; z-score; measured here: cytoplasmic GR-EGFP intensity; active compounds read high
Dynein transport nuclear GR-EGFP: further read-out of Dynein transport, marked with its call; z-score; measured here: nuclear GR-EGFP intensity;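 lower value marks the stronger effect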
Dynein transport cell count: recorded beside Dynein transport, whose call it bears; z-score; measured here: cell count per field
* = called active by the depositor; x = no result given. Unless noted, no stated cut-off is given here; in the data, active means inhibition above about 50%; inactive means the rest. The order is random. About 2.1% of those tested had a hit in this group.

SMILES | human PMI inhibition | AID2073 | human PMI inhibitors | LYP phosphatase | M17LAP inhibition | Siah-1 displacement | XIAP displacement | M1AAP inhibition | Dynein transport | Dynein transport cytoplasmic EGFP | Dynein transport nuclear GR-EGFP | Dynein transport cell count
CC(C)CNC(=O)c1cccc(NC(=O)CCc2ccccc2)c1 | 18.3% | 13.3% | 9.7% | -9.9% | 0.7% | 2.7% | -10.1% | 1.7% | -0.1 | -0.267 | -0.143 | 0.0176
O=S(=O)(Nc1nccs1)c1ccc2c(c1)OCCO2 | -3.7% | -2.6% | -1.5% | -7.6% | 1.1% | -5.5% | 0.6% | 8.6% | -1.52 | 0.0692 | -0.614 | 0.726
CC1CCC(N2CCN(S(C)(=O)=O)CC2)CC1 (stereo unspecified) | 16.6% | 7.7% | 2.0% | -12.5% | -4.3% | 4.2% | -8.5% | -2.3% | 2.15 | -0.0331 | 1.61 | -2.29
COc1ccccc1NC(=O)CC1C(=O)Nc2c1c(=O)n(C)c(=O)n2C (stereo unspecified) | 4.0% | -1.1% | -3.5% | -5.3% | 2.4% | 1.7% | -4.7% | 8.0% | 0.0727 | -0.196 | 0.357 | -0.45
Cc1ccc(C2(C)NC(=O)N(CC(=O)c3ccc(Cl)s3)C2=O)cc1 (stereo unspecified) | 8.5% | 28.2% | 20.4% | 0.1% | 9.0% | 16.4% | -3.5% | -2.7% | 1.61 | -0.0828 | 0.923 | -1.58
Cc1ccc(NC(=O)CN2C(=O)/C(=C3\SC(=S)N(C4CCS(=O)(=O)C4)C3=O)c3ccccc32)cc1 (stereo unspecified) | 1.3% | 35.8% | -1.0% | -2.8% | 15.9% | -6.9% | -3.8% | 3.9% | -0.101 | -0.067 | 0.00904 | -0.585
Cc1nnc(C)n1/N=C/c1ccc(C(C)C)cc1 | 11.1% | 9.9% | 9.7% | -4.6% | 6.7% | 2.1% | -8.8% | 0.2% | -0.421 | 0.0295 | 0.227 | -0.462
CCCc1nc2oc3c(N4CCNCC4)ncnc3c2c2c1CCCC2 | 8.3% | 3.7% | 3.8% | -0.7% | x | -4.5% | -2.5% | x | x | x | x | x
Cc1noc(NS(=O)(=O)c2ccc(N/C=C/C(=O)c3ccc(F)cc3)cc2)c1C | -22.7% | 19.5% | -15.2% | -3.6% | 20.6% | 1.4% | -13.8% | 0.8% | 2.25 | -0.393 | 1.59 | 0.221
Cc1ccc(NC(=O)CS(=O)CC(=O)N(c2ccccc2)C(C)C(=O)NC2CCCC2)cc1 (stereo unspecified) | -7.0% | 3.7% | -1.7% | -5.5% | 8.2% | 2.9% | 3.4% | 2.8% | 0.184 | -0.215 | 0.356 | 0.372
COc1ccc(C2N3CC4(C)CN2CC(C)(C3)C4O)cc1 (stereo unspecified) | -2.8% | 5.3% | 2.3% | -1.2% | -4.6% | -1.9% | -4.9% | -2.9% | 0.769 | -0.099 | 0.821 | -0.614
CC(C)(C)c1ccc(Cn2c(=N)n(CC(O)c3ccco3)c3ccccc32)cc1 (stereo unspecified) | 1.5% | -1.7% | 0.7% | -6.9% | 12.2% | -5.3% | -1.9% | 13.4% | -0.0321 | 0.473 | 0.329 | -2.12
COc1ccc(C2C=C(c3ccc(Cl)cc3)Nc3nc(NC(C)=O)nn32)cc1 (stereo unspecified) | -32.2% | 28.9% | -35.9% | -17.5% | -18.3% | 0.9% | -4.3% | 2.7% | -0.836 | -0.271 | -0.149 | -0.0807
O=C(O)c1ccc(N2C(=O)/C(=C\c3ccccc3)N=C2c2ccccc2)cc1 | x | 1.9% | x | 6.5% | x | 1.3% | x | x | -0.395 | 0.309 | -0.315 | 0.325
CC1CN(c2nc(-c3ccc(Br)cc3)nnc2-c2ccccc2)CC(C)N1 (stereo unspecified) | 2.0% | 7.6% | 8.5% | -3.3% | -3.8% | -0.1% | -3.5% | 5.3% | -0.708 | -0.247 | -0.85 | 1.39
NNC(=O)c1cncc(Br)c1 | x | -10.4% | x | -5.6% | -0.8% | 2.4% | x | -4.2% | -0.45 | -0.246 | -0.195 | 0.605
O=S(=O)(c1ccc(Cl)c(NC(=S)N/N=C/c2c(F)cccc2F)c1)N1CCOCC1 | 11.7% | 2.9% | 11.1% | 6.8% | -4.3% | 2.7% | -12.5% | 3.1% | 0.181 | -0.205 | 0.00341 | 0.0466
CCCn1cnc2c(cnn2-c2ccc(F)cc2)c1=O | 9.0% | 1.8% | 11.0% | -4.3% | 8.9% | 0.6% | -8.3% | 1.1% | -0.029 | -0.226 | 0.365 | 0.255
CC(=O)OC1C2CCC1C([N+]1(C)CCCCC1)CC2 (stereo unspecified) | 32.9% | 8.2% | 10.9% | -1.1% | 2.0% | -0.9% | -5.1% | 11.1% | -0.585 | -0.311 | -0.202 | 0.564
Cc1ccccc1C(=O)Nc1ccc(O)c2c(=O)cc(-c3ccccc3Cl)oc12 | x | 1.6% | x | 3.3% | 6.3% | 1.4% | x | 4.6% | -0.101 | -0.648 | -0.0888 | -0.0492
CN(C)c1ccc(/C=N\NC(=S)SCN2C(=O)C3CCC(C)(C2=O)C3(C)C)cc1 (stereo unspecified) | 0.0% | -16.0% | -6.4% | -3.1% | 9.0% | -16.1% | -4.7% | -3.9% | -0.81 | -0.15 | -0.242 | -0.329
Cc1nc2nc[nH]n2c(=O)c1NS(C)(=O)=O | 13.8% | -1.9% | 8.2% | -0.9% | -1.0% | 4.4% | -5.7% | -3.1% | 0.697 | -0.401 | 0.452 | 0.76
CCOC(=O)c1c(CC(C)C)csc1NC(=O)CCl | 8.9% | 2.9% | 11.8% | -0.8% | -4.2% | -2.0% | -2.0% | -6.0% | -1.39 | -0.241 | -0.841 | 0.512
O=C1OCC2=C1C(c1ccccc1)CC(=O)N2c1cccc(F)c1 (stereo unspecified) | -16.8% | 22.5% | -17.9% | -3.8% | -5.0% | -2.9% | -11.4% | 1.4% | -0.524 | -0.251 | -0.0548 | 0.354
O=C(Nc1cccnc1)c1ccc(-c2ccccc2)cc1 | -7.2% | 12.7% | -7.9% | -2.3% | -11.0% | 9.3% | -3.3% | 0.4% | 0.142 | -0.154 | -0.162 | 0.616
c1ccn2c(c1)nc1c2nc2ccccn21 | 0.0% | 27.9% | 11.4% | -30.7% | 0.4% | 0.0% | -5.9% | 16.3% | 1.74 | -0.192 | 1.02 | 0.0106
O=C(Nc1nc(-c2cccs2)cs1)c1cccc(S(=O)(=O)N2CCCCCC2)c1 | 12.0% | -6.6% | 6.4% | -5.3% | -6.1% | -1.2% | -13.9% | 5.6% | -0.0217 | -0.201 | 0.263 | 0.173
COc1ccc(N2CCN(c3nc4ccccn4c(=O)c3C=O)CC2)cc1 | 21.2% | 4.4% | 42.4% | -8.9% | -5.8% | -4.1% | 1.4% | 4.8% | -1.2 | -0.171 | -0.72 | 0.35
Cc1cc(C)nc(N(C#N)S(=O)(=O)c2ccc(Br)cc2)n1 | 3.1% | 4.7% | -3.3% | -3.9% | -0.8% | -1.5% | -3.6% | -0.4% | -0.0831 | -0.202 | -0.0191 | 0.321
COc1ccc(F)c(-c2nc(CN3CCC(c4ccccc4)CC3)c(C)o2)c1 | 1.7% | 10.8% | 0.1% | 7.5% | -3.5% | -2.6% | -3.6% | 1.6% | -1.2 | -0.242 | -0.989 | 1.77
COc1ccc(/C=N/NC(=O)c2ccc(O)cc2)cc1CN1CCCc2ccccc21 | 19.9% | 16.5% | 12.2% | 0.5% | -9.8% | -6.0% | -3.8% | 21.7% | -0.671 | -0.132 | -0.577 | -0.313
CC(C)n1c(NCc2cccs2)nc2ccccc21 | 23.7% | -0.7% | 13.1% | 0.2% | -1.7% | 1.2% | -1.1% | 0.2% | -0.182 | -0.185 | 0.114 | 0.503
Cc1ccc(CSC(Nc2ccc(F)cc2)=C(C#N)C#N)cc1 | 15.2% | 0.2% | 12.4% | 2.9% | -10.9% | 2.6% | -3.9% | 5.2% | 1.68 | 0.0332 | 2.03 | -1.99
CCc1c(C(=O)O)[nH]c2ccc(Br)cc12 | -1.4% | 42.0% | -0.8% | -2.5% | 21.6% | -0.8% | -3.7% | 3.5% | -0.536 | -0.349 | 0.0178 | 0.766
COc1ccccc1C(=O)NNC(=O)c1cccc([N+](=O)[O-])c1 | -4.8% | -12.3% | -6.2% | -8.3% | 7.3% | -4.3% | -7.1% | -0.6% | -0.632 | -0.344 | -0.579 | 1.31
Cc1[nH]n(C(N)=S)c(=O)c1N=Nc1cc(-c2ccc(Br)cc2)[nH]n1 | -16.2% | 11.6% | -13.9% | 1.3% | -2.3% | -10.3% | -6.0% | -1.6% | -0.329 | -0.375 | -0.154 | 1.47
O=C(CSc1nn(-c2ccc(F)cc2)c(=S)s1)NC1CCS(=O)(=O)C1 (stereo unspecified) | -0.5% | 2.5% | -0.7% | -2.0% | 2.2% | 4.5% | 2.5% | 3.0% | 0.342 | -0.155 | 0.503 | -0.933
CSCCC(NC(=O)c1ccccc1)C(=O)NCc1ccco1 (stereo unspecified) | 12.3% | 2.2% | 9.7% | -6.7% | -10.1% | -1.2% | -9.6% | 4.5% | 1.81 | -0.183 | 1.28 | -1.35

An excerpt from above in order of formula weight, low to high.
SMILES | human PMI inhibition | AID2073 | human PMI inhibitors | LYP phosphatase | M17LAP inhibition | Siah-1 displacement | XIAP displacement | M1AAP inhibition | Dynein transport | Dynein transport cytoplasmic EGFP | Dynein transport nuclear GR-EGFP | Dynein transport cell count
CCOC(=O)c1c(CC(C)C)csc1NC(=O)CCl | 8.9% | 2.9% | 11.8% | -0.8% | -4.2% | -2.0% | -2.0% | -6.0% | -1.39 | -0.241 | -0.841 | 0.512
Cc1ccc(CSC(Nc2ccc(F)cc2)=C(C#N)C#N)cc1 | 15.2% | 0.2% | 12.4% | 2.9% | -10.9% | 2.6% | -3.9% | 5.2% | 1.68 | 0.0332 | 2.03 | -1.99
O=C(O)c1ccc(N2C(=O)/C(=C\c3ccccc3)N=C2c2ccccc2)cc1 | x | 1.9% | x | 6.5% | x | 1.3% | x | x | -0.395 | 0.309 | -0.315 | 0.325

Bioassay records: PubChem BioAssay, several laboratories
